Assay outcomes: PubChem, several laboratories
M1AAP inhibition = P. falciparum M1AAP inhibitors, biochemical, fluorogenic H-Leu-NHMec substrate, 1536-well (AID 1445); actives 0.42% (n = 220,000); inhibition, % at 30 µM, or IC50 in µM where a hit was titrated; recombinant M1AAP, H-Leu-NHMec fluorogenic kinetic assay; higher % means a stronger effect;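 active = primary inhibition above the hit cutoff, then over 50% inhibition at one or more dose response concentrations, cut at about 23% in these data, passing the limit was not always enough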;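 note: plate controls were DMSO full reaction for no effect and no enzyme background for full effect; strong numbers were not always called active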
KOR beta-arrestin-1 = KOR antagonists, beta-arrestin recruitment, cell-based, luminescence, uHTS (AID 1778); KOR beta-arrestin recruitment, luminescence, antagonist mode; higher % means a stronger effect; inhibition, % at 10 µM; hits with a dose series show IC50 in µM; actives 0.091% (n = 290,000); note: strong numbers were not always called active
AID2073 = disruptors of CaV2.2 binding to Mint1 – biochemical, HTRF (AID 2073). actives 0.19% (n = 290,000). inhibition, % at 20 µM, or IC50 in µM where a hit was titrated. HTRF protein-protein interaction, Mint1-CaV2.2; higher % means a stronger effect; in the data active = inhibition mostly above about 51%, no sharp cut-off; note: some results filed as inactive read as strong as hits
NOD1 NF-kB reporter = inhibition of NOD1-driven NF-kB reporter – cell-based, luminescence, uHTS, primary screen (AID 1578); NOD1-driven NF-kB luciferase reporter cells, luminescence; higher % means a stronger effect; one-dose inhibition, % at 4 µM; EC50 in µM for titrated hits; actives 1% (n = 290,000); in the data active = inhibition mostly above about 36%, no sharp cut-off; inactive = mostly below about 34%;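 note: HEK-293T reporter cells stimulated with the NOD1 agonist gamma-tri-DAP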
Dynein transport = dynein cargo transport inhibition | 3617.4 mouse cells, GR-EGFP nuclear translocation imaging; test concentration mostly 20 µM; stimulated with dexamethasone, 1 µM; stronger effect = lower value | z-score, hits read low | actives 0.47% (n = 220,000) | AID 1381;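 active = plate z-score of nuclear minus cytoplasmic receptor signal below a set negative limit, without overly bright fluorescence or cell loss, cut at about -3.5 in these data, passing the limit was not always enough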;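 note: z-score of nuclear minus cytoplasmic ring GR-EGFP intensity difference per well; some compounds called inactive have numbers as strong as hits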
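Buffer or medium – tet-free medium with charcoal-stripped serum · Signal – automated 10x imaging of fixed Hoechst-stained cells · Also added – dexamethasone agonist, 1.0 µM final, for 30 min · Incubation – induction 48 h, compound 1 h, agonist 30 min · Read-out – GR-EGFP nuclear translocation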
GPR55 activation = selective activators of receptor GPR55 – imaging, U2OS cells, beta-arrestin-GFP redistribution, primary screen (AID 1961). U2OS GPR55 beta-arrestin-GFP redistribution imaging; higher % means a stronger effect. activation, % at 10 µM; hits with a dose series show EC50 in µM. actives 0.048% (n = 290,000);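 active = activation above 40% with more than 50 cells counted in the well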;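 note: U2OS osteosarcoma cells stably expressing GPR55 and beta-arrestin-GFP; plate controls were DMSO negative control for no effect and LPI positive control for full effect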
KOR beta-arrestin-2 = kappa opioid receptor activators – cell-based, luminescence, uHTS, primary screen (AID 1777); KOR beta-arrestin recruitment, luminescence; higher % means a stronger effect; activation, % at 10 µM; hits with a dose series show EC50 in µM; actives 0.02% (n = 280,000); in the data active = activation above about 50%, passing the limit was not always enough; note: a part of the inactive calls stands beside numbers as strong as those of hits
NOD2 inhibition = NOD2 signaling inhibitors, cell-based, luminescence, uHTS, HEK293 (AID 1566). HEK293 NOD2/NF-kB luciferase reporter, luminescence; higher % means a stronger effect. one-dose inhibition, % at 4 µM; EC50 in µM for titrated hits. actives 0.63% (n = 290,000); note: many of its hits are not listed in these tables
M17LAP inhibition = P. falciparum M17LAP inhibitors, primary screen, biochemical, fluorogenic H-Leu-NHMec substrate, 1536-well (AID 1619) | one-dose inhibition, % at 30 µM; IC50 in µM for titrated hits | actives 0.38% (n = 220,000) | recombinant M17LAP, H-Leu-NHMec fluorogenic kinetic assay; higher % means a stronger effect;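 active = compound inhibiting the enzyme by more than half at any dose during confirmatory dose-response retesting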;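 note: plate controls were full reaction with DMSO carrier for no effect and no enzyme background for full effect; strong numbers were not always called active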
Dynein transport cytoplasmic EGFP = recorded beside Dynein transport, whose call it bears; z-score; measured here: cytoplasmic GR-EGFP intensity; stronger effect = higher value
Dynein transport nuclear GR-EGFP = recorded beside Dynein transport, whose call it bears; z-score; measured here: nuclear GR-EGFP intensity;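 lower value marks the stronger effect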
Dynein transport cell count = second read-out of Dynein transport, no call of its own (marks repeat the call); z-score; measured here: cell count per field
* hit, by the source's call; . = no result given; [ ] = dose if it differs, or a comment. Cut-off read from the data, not from the text of the source, unless noted: active = inhibition above about 50%; inactive = the rest. The list is partial; the hit share may differ from the screen's.

No. | compound | M1AAP inhibition | KOR beta-arrestin-1 | AID2073 | NOD1 NF-kB reporter | Dynein transport | Dynein transport cytoplasmic EGFP | Dynein transport nuclear GR-EGFP | Dynein transport cell count | GPR55 activation | KOR beta-arrestin-2 | NOD2 inhibition | M17LAP inhibition
1 | COc1ccc(/C=C2\SC(=O)N(CCC(=O)NCCCn3ccnc3)C2=O)cc1 | . | -7% | 5% | -34% | . | . | . | . | 0.7% | -1.2% | 3% | .
2 | COC(=O)CN(c1ccccc1)S(=O)(=O)c1ccccc1 | . | -13% | 39% | 8% | 0.084 | -0.42 | 0.021 | -0.14 | -0.2% | 1.1% | -2% | .
3 | O=[N+]([O-])c1ccc(OCCCn2cncn2)cc1 | . | 23%[20 µM] | 8% | 48% | . | . | . | . | -0.2% | -0.8% | 6% | .
4 | CCCCN(C(=O)CCC(=O)Nc1cc(C)on1)C(C(=O)NC1CCCC1)c1cccc(OC)c1 (stereo not drawn) | . | -25% | 12% | 33% | . | . | . | . | -0.3% | 5.0% | -7% | .
5 | Cc1ccc(O)c(C(=O)c2cnc3c(c2)CN(C)C(=O)N3)c1 | 12% | -3% | 18% | 29% | 0.98 | -0.15 | 1.5 | -0.23 | -0.1% | 7.3% | 12% | 12%
6 | CC(=O)c1cccc(NC(=O)N2CCCC2C(=O)Nc2cccc(C)c2)c1 (stereo not drawn) | 2% | -4% | 4% | -11% | -0.43 | -0.03 | 0.12 | -0.025 | -0.1% | -1.1% | 16% | 8%
7 | CC(C)CNC(=O)c1cc(-c2ccco2)on1 | -2% | 6% | -3% | 7% | 0.92 | -0.33 | 0.16 | -0.54 | -0.1% | -1.1% | -30% | -8%
8 | O=C(NCc1ccccc1)C1CCN(S(=O)(=O)c2cc([N+](=O)[O-])ccc2Cl)CC1 | 5% | -31% | -4% | -33% | 0.059 | -0.14 | 0.11 | -0.33 | 0.2% | 4.2% | 12% | 3%
9 | CCC(CO)(CO)N(CC(=O)Nc1ccc(OC)cc1)CC(=O)Nc1ccc(OC)cc1 | . | 3% | 5% | -9% | . | . | . | . | 0.9% | -6.4% | 8% | .
10 | COc1ccc(F)cc1S(=O)(=O)N1CCCN(S(=O)(=O)c2cc(F)ccc2OC)CC1 | 0% | 34% | 3% | 0% | 0.12 | -0.15 | 0.41 | -0.31 | 0.3% | -1.6% | 3% | -2%
11 | CCOc1ccccc1OCC(=O)Nc1nc2ccccc2[nH]1 | 5% | -1% | -1% | -4% | 0.71 | -0.18 | 0.27 | 0.93 | -0.2% | -5.3% | -12% | 2%
12 | CC(C)CCNC(=O)c1ccc(CS(=O)(=O)Cc2ccccc2F)o1 | 3% | -18% | -9% | -10% | -0.42 | -0.24 | -0.36 | 0.21 | -0.6% | 0.2% | 20% | -1%
13 | CC(C)n1c(CN2CCN(Cc3ccccc3)CC2)nc2ccccc21 | 2% | 22% | 3% | 3% | -0.1 | -0.26 | -0.024 | 0.18 | 0.6% | 7.6% | 11% | 9%
14 | C=CCNC(=O)COC(=O)c1oc2ccccc2c1CSC1CCCCC1 | -4% | -22% | 7% | -30% | 0.21 | -0.26 | -0.037 | 0.63 | -0.2% | -4.0% | -21% | 11%
15 | COCc1ccc(C(=O)N2CCCC(N3CCN(c4ccc(F)cc4)CC3)C2)o1 (stereo not drawn) | . | -4% | 0% | -32% | . | . | . | . | -0.1% | 2.4% | -13% | .

Sorted by SMILES length (ascending): some entries from above.
No. | compound | M1AAP inhibition | KOR beta-arrestin-1 | AID2073 | NOD1 NF-kB reporter | Dynein transport | Dynein transport cytoplasmic EGFP | Dynein transport nuclear GR-EGFP | Dynein transport cell count | GPR55 activation | KOR beta-arrestin-2 | NOD2 inhibition | M17LAP inhibition
11 | CCOc1ccccc1OCC(=O)Nc1nc2ccccc2[nH]1 | 5% | -1% | -1% | -4% | 0.71 | -0.18 | 0.27 | 0.93 | -0.2% | -5.3% | -12% | 2%
2 | COC(=O)CN(c1ccccc1)S(=O)(=O)c1ccccc1 | . | -13% | 39% | 8% | 0.084 | -0.42 | 0.021 | -0.14 | -0.2% | 1.1% | -2% | .
13 | CC(C)n1c(CN2CCN(Cc3ccccc3)CC2)nc2ccccc21 | 2% | 22% | 3% | 3% | -0.1 | -0.26 | -0.024 | 0.18 | 0.6% | 7.6% | 11% | 9%
5 | Cc1ccc(O)c(C(=O)c2cnc3c(c2)CN(C)C(=O)N3)c1 | 12% | -3% | 18% | 29% | 0.98 | -0.15 | 1.5 | -0.23 | -0.1% | 7.3% | 12% | 12%
6 | CC(=O)c1cccc(NC(=O)N2CCCC2C(=O)Nc2cccc(C)c2)c1 (stereo not drawn) | 2% | -4% | 4% | -11% | -0.43 | -0.03 | 0.12 | -0.025 | -0.1% | -1.1% | 16% | 8%
15 | COCc1ccc(C(=O)N2CCCC(N3CCN(c4ccc(F)cc4)CC3)C2)o1 (stereo not drawn) | . | -4% | 0% | -32% | . | . | . | . | -0.1% | 2.4% | -13% | .
9 | CCC(CO)(CO)N(CC(=O)Nc1ccc(OC)cc1)CC(=O)Nc1ccc(OC)cc1 | . | 3% | 5% | -9% | . | . | . | . | 0.9% | -6.4% | 8% | .
4 | CCCCN(C(=O)CCC(=O)Nc1cc(C)on1)C(C(=O)NC1CCCC1)c1cccc(OC)c1 (stereo not drawn) | . | -25% | 12% | 33% | . | . | . | . | -0.3% | 5.0% | -7% | .

More structures.
No. | compound | M1AAP inhibition | KOR beta-arrestin-1 | AID2073 | NOD1 NF-kB reporter | Dynein transport | Dynein transport cytoplasmic EGFP | Dynein transport nuclear GR-EGFP | Dynein transport cell count | GPR55 activation | KOR beta-arrestin-2 | NOD2 inhibition | M17LAP inhibition
16 | CCOC(=O)c1cnc2cc(-c3ccc(Br)cc3)nn2c1C | . | 36% | 19% | -18% | . | . | . | . | -0.1% | -1.8% | -27% | .
17 | Cc1csc(SCC(=O)N2CCN(S(=O)(=O)c3ccc(Cl)cc3)CC2)n1 | 2% | -18% | -1% | 4% | 0.68 | -0.25 | -0.31 | -0.96 | 0.2% | -1.0% | 16% | 5%
18 | COc1ccc(N2C(=O)C3ON(C4SC(=S)N(C)C4(C)C)C(c4ccc([N+](=O)[O-])cc4)C3C2=O)cc1 (stereo not drawn) | 2% | -19% | 18% | -14% | 0.11 | 0.19 | 0.68 | 0.052 | 0.3% | -3.1% | 2% | -13%
19 | O=C(Nc1ccccc1)N1CCC(n2c(=O)[nH]c3ccccc32)CC1 | -1% | . | -8% | -7% | 1.2 | -0.16 | 0.8 | -0.66 | -0.1% | . | -6% | 8%
20 | CC(=O)c1ccc(NC(=O)CCC(=O)OCC(=O)c2cccc([N+](=O)[O-])c2)cc1 | . | 7% | 4% | -9% | . | . | . | . | 0.0% | -2.8% | 11% | .
21 | N/C(=N\OC(=O)COc1ccc(Br)cc1Cl)c1ccccn1 | -4% | . | -5% | -86% | 0.74 | 0.29 | 0.69 | -0.54 | 0.6% | 0.2% | -115% | -7%
22 | CC1CCc2sc(C(=O)NNC(=S)NC3CC3)cc2C1 (stereo not drawn) | . | -19% | -33% | -40% | . | . | . | . | -0.1% | 0.8% | -12% | .
23 | COc1ccc(OC)c(NC(=O)C2CCN(Cc3cnn(-c4ccccc4)c3-n3cccc3)CC2)c1 | 6% | -4% | -9% | -24% | -0.9 | 0.48 | -0.17 | 0.5 | -0.1% | 1.1% | 3% | -4%
24 | O=C(CN1C(=O)CC(c2ccccc2)=Nc2ccccc21)NCc1ccco1 | 5% | -31% | 3% | 5% | -0.7 | -0.14 | -0.52 | 0.43 | -0.3% | -3.9% | 0% | 6%
25 | CCOC(=O)c1ccc(NS(=O)(=O)c2ccc3c(c2)oc(=O)n3C)cc1 | -12% | 24% | 1% | -27% | 0.39 | -0.059 | 0.6 | -0.83 | 0.0% | 5.1% | 9% | 0%
26 | CCn1cc(CNC(=O)C2CCC(=O)N(C3CCCCCC3)C2)cn1 (stereo not drawn) | . | -9% | 10% | -17% | . | . | . | . | -0.1% | 6.4% | 4% | .
27 | O=C(O)COc1ccc(C(NC(=O)c2c(F)cccc2F)NC(=O)c2c(F)cccc2F)cc1 | . | 38% | 10% | 8% | . | . | . | . | -0.1% | 7.2% | -15% | .
28 | COc1ccc(CCC(C)NCCc2ccc(Cl)cc2Cl)cc1 (stereo not drawn) | . | 8% | -6% | -31% | . | . | . | . | -0.2% | 1.6% | -16% | .
29 | Cc1ccc(-c2noc(CCCC(=O)N3CCOCC3)n2)cc1 | 1% | -17% | -2% | -12% | -0.55 | -0.23 | -0.087 | 0.53 | 0.2% | 13% | -9% | 8%
30 | COc1ccc(Cl)cc1NC(=S)N1CCN(C(=O)C2CCCO2)CC1 (stereo not drawn) | 1% | 12% | -43% | -8% | -0.74 | -0.28 | -0.16 | 0.69 | -0.2% | 0.3% | -1% | -2%
31 | CCOc1c(OC(C)=O)ccc(/C=C2\N=C(SCC)SC2=O)c1[N+](=O)[O-] | 10% | -5% | -26% | -11% | -0.094 | -0.22 | -0.17 | 0.25 | -0.1% | 1.8% | 21% | 18%
32 | N=C(N)SCc1nc2ccccc2c(=O)n1-c1ccccc1Cl | 3% | -3% | 0% | 12% | -0.78 | -0.11 | 0.18 | -0.011 | -0.1% | -1.1% | -19% | -27%
33 | S=C(NCc1ccco1)NCC1CCCO1 (stereo not drawn) | 10% | -61%[20 µM] | 18% | -25% | -1.4 | -0.2 | -0.64 | 0.74 | 0.2% | 0.6% | 3% | -5%
34 | Cc1ccc(-c2ccc(OCC(=O)N3CCOCC3)cc2)cc1 | -3% | -3% | 8% | -26% | -0.6 | -0.24 | -0.36 | 0.75 | 0.0% | -2.1% | -26% | 14%
35 | CCC(=O)Nc1cccc(NC(=O)c2cccc([N+](=O)[O-])c2C)c1 | 5% | -28% | -2% | 19% | 2.3 | -0.057 | 1.9 | -1.3 | 0.2% | 0.7% | 8% | -5%
36 | O=C(Cc1ccccc1)n1nc(-c2ccco2)nc1SCc1ccccc1 | 9% | -38% | 8% | -21% | -0.58 | -0.32 | 0.0037 | 0.49 | -0.1% | -8.9% | -16% | 20%
37 | CCOC(=O)C(C)n1cnc2c(oc3ccccc32)c1=O (stereo not drawn) | 4% | -11% | 4% | -17% | -0.65 | -0.2 | -0.28 | 1.6 | 0.2% | -0.3% | 7% | 19%
38 | CCc1ccc(C(=O)Nc2cc(C)ccc2F)s1 | 0% | 6% | 2% | -39% | 0.1 | -0.21 | 0.59 | 0.02 | -0.1% | -5.2% | -61% | -6%
39 | CC(C)(C)C1c2[nH]c3ccccc3c2CCN1Cc1cccc(OCCO)c1 (stereo not drawn) | -1% | -60%[20 µM] | -3% | -13% | 0.42 | -0.026 | 0.52 | -0.64 | 0.0% | . | 10% | -2%
